Source: PubChem
p-CIP stab down = p/CIP protein destabilization. hit rate 0.01% among 290,000. AID 1984. F442A p/CIP-EGFP cells, EGFP fluorescence, 16 h. Q05BA5. decrease of EGFP signal, % at 10 µM;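 active means EGFP signal decrease of at least 30% at 10 µM or well 3 SD below plate mean, unless failing retest; inactive means the rest, including hits failing retest or dose response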; further: some compounds called inactive have numbers as strong as hits; many of its hits are not listed in these tables
Target sequence (Q05BA5 1-1403): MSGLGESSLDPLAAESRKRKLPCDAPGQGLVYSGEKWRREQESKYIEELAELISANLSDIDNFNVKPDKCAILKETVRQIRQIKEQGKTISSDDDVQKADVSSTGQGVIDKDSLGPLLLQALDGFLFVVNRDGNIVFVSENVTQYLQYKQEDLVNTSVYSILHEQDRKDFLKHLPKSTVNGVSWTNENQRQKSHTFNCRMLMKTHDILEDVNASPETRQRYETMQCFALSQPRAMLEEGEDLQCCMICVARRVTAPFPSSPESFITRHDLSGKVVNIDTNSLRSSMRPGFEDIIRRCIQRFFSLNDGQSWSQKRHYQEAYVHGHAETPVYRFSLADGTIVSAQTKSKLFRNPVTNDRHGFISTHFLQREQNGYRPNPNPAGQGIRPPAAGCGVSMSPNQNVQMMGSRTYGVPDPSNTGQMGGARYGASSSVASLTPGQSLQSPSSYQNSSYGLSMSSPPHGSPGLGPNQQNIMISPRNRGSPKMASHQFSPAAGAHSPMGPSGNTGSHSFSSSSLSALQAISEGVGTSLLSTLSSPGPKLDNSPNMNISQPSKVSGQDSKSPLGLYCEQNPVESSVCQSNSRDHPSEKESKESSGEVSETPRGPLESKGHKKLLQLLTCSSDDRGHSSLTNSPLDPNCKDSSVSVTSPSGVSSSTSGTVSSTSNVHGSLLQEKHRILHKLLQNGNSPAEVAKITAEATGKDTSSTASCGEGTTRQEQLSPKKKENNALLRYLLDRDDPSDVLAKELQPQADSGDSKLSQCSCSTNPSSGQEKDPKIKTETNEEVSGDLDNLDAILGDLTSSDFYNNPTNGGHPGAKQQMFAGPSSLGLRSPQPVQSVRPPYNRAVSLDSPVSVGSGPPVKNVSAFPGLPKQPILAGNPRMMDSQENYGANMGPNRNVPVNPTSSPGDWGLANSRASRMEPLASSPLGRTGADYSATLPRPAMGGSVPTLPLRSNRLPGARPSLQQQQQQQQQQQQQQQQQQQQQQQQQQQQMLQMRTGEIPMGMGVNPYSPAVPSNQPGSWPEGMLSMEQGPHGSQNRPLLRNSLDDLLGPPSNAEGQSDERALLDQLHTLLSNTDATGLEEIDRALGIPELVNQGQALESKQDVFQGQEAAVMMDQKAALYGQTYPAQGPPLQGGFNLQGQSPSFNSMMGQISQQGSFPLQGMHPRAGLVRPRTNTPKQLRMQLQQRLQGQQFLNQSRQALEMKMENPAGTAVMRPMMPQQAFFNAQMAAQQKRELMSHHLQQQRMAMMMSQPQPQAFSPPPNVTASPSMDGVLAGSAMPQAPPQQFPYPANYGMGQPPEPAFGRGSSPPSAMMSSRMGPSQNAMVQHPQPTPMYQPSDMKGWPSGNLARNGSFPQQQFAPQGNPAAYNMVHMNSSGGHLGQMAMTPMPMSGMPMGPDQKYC
NS3 helicase inh = inhibitors of Hepatitis C virus NS3 helicase; inhibition, % at 10.9 µM; NS3 helicase DNA unwinding, Cy5 molecular beacon fluorescence; hit rate 0.56% among 290,000;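 active means inhibition above the mean of all tested compounds plus 3 SD, set per campaign, cut at about 35% in these data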;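 further: 0% = DMSO wells and 100% = thioflavine S control wells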
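Assay system – hepatitis C virus NS3 helicase domain fragment enzyme · Buffer or medium – MOPS pH 6.5, MgCl2, DTT, Tween20, BSA · Reagent – Cy5/quencher beacon DNA duplex and ATP to start · Compound – single 10.9 µM dose · Timing – 1 h at 25 °C · Technique – Cy5 beacon fluorescence read at start and 1 h · Measure – % inhibition of unwinding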
GalR3 antag = antagonists of human GalR3 | O60755 | hit rate 0.44% among 360,000 | inhibition, % at 3 µM | HEK293 GalR3-CNG cAMP membrane potential fluorescence; galR3 body fused to GalR1 C-terminus;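 active means inhibition above the screen-wide average plus 3 SD, cut at about 13% in these data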;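 further: forskolin and galanin both at EC90 stimulate the cells; cAMP rise reported by CNG channel membrane potential dye signal; 0% = forskolin plus galanin with DMSO and 100% = forskolin alone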
IMP-1 inh = blocks Pseudomonas aeruginosa IMP-1 metallo-beta-lactamase | purified IMP-1, nitrocefin hydrolysis, epi-absorbance fluorescence | inhibition, % at 5.6 µM | hit rate 0.45% among 290,000 | AID 1556;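 active means inhibition above the mean plus 3 SD of all compounds in the same screening run, cut at about 4.5% in these data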;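 further: 0% = IMP-1 with DMSO and 100% = DMSO wells lacking enzyme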
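System: purified IMP-1 / Input: IMP-1 dispensed at 0.2 nM / Medium: 50 mM HEPES pH 7.1, 50 µM ZnSO4, 0.05% Brij 35 / Timing: 15 min enzyme–compound preincubation, then 25 min nitrocefin reaction, 25 °C / Technique: plate fluorescence quenching by hydrolysis product, ex 480/em 530 nm / Repeats: singlicate testing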
IDE cell activ = activators of human insulin-degrading enzyme in cells. P14735. HEK cells, FAbeta-B cleavage, fluorescence polarization; 0% vehicle, 100% cell-free pure enzyme wells. activation, % at 5.96 µM. hit rate 0.073% among 340,000. AID 493087;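 active means activation above the mean of all tested compounds plus 3 SD, set per screening campaign, cut at about 17% in these data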
IDE inh = cellular human IDE inhibition. P14735. HEK cells, FAbetaB cleavage, fluorescence polarization. inhibition, % at 5.59 µM. hit rate 0.41% among 320,000. AID 434962;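 active means percent inhibition above the average of all tested compounds plus 3 SD, set per screening campaign, cut at about 16% in these data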;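 further: IDE supplied by intact live HEK cells; FP after avidin binding of uncleaved biotin substrate so inhibition keeps polarization high; 0% = DMSO wells and 100% = 60 µM reference IDE inhibitor Ii1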
VIM-2 inhibitor = inhibitors of Pseudomonas aeruginosa VIM-2 metallo-beta-lactamase | hit rate 0.89% among 290,000 | purified VIM-2, nitrocefin hydrolysis, epi-absorbance fluorescence | AID 1527 | inhibition, % at 5.6 µM;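 active means inhibition above the mean of all tested compounds plus 3 SD, cutoff set per screening run, cut at about 7.5% in these data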;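 further: red hydrolysis product quenches plate fluorescence so inhibitors raise well fluorescence; 0% = enzyme with DMSO and 100% = DMSO without enzyme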
CRFR2-BP antag = CRF-BP/CRF-R2 complex antagonism; HEK293 CRF-R2/CRF-BP, CRF-induced calcium fluorescence; hit rate 0.59% among 350,000; inhibition, % at 11.8 µM;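 active means inhibition of the ligand-induced calcium signal above about 50% at the single tested concentration, limit read from the data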
SUMO HTRF inh = inhibitors of human SUMOylation (UBC9); HTRF SUMOylation assay, SAE1/SAE2 + UBC9, in vitro; AID 2006; hit rate 0.36% among 290,000; inhibition, % at 35 µM; in the data active means inhibition above about 50%, passing the limit was not always enough; further: strong numbers were not always called active
The depositor's hits bear a star; nt = no result given.

Second line of a record – GalR3 antag	SUMO HTRF inh	CRFR2-BP antag	IDE cell activ	IMP-1 inh	VIM-2 inhibitor	p-CIP stab down	IDE inh	NS3 helicase inh
- CN1C2C=C3C(C#N)=C(N)C(C#N)(C#N)C(c4ccc(Br)cc4)C3C1CC2 (stereo not given)
    -3	7	-39	0	2.1	-0.4	-7	0	12
- O=C(/C=C/c1ccccc1)Nc1cc(NC(=O)/C=C/c2ccccc2)cc(C(=O)O)c1
    3	11	-1	3	-3.9	-2.5	-11	nt	23
- COc1ccccc1N=Nc1c(O)[nH]c2ccc(Br)cc12
    -6	26	-9	2	-1.8	-1.3	-59	4	12
- O=C(NCCN1CCOCC1)c1ccc2c(c1)N(Cc1ccccc1)C(=O)c1ccccc1S2
    -1	nt	-23	2	-0.9	-0.2	7	5	-30
- CCCC(=O)Nc1ccc(C(=O)COC(=O)c2cc(C)oc2C)cc1
    -3	nt	-8	3	nt	nt	nt	1	nt
- Cc1oc(C(N)=O)nc1-c1ccccc1
    -3	11	-2	4	-2.6	-1.8	-1	6	2
- COc1cc(C(=O)N/N=C/c2ccc3c(c2)c2ccccc2n3C)ccc1O
    2	0	-11	-1	-4.8	-3.5	-1	nt	22
- CCOc1ccccc1CNC(=O)c1nn(C)c2c1CS(=O)(=O)c1ccccc1-2
    1	nt	-28	1	0.6	-1.8	-8	0	-7
- O=C(N[C@@H](Cc1ccc(O)cc1)C(=O)O)c1ccncc1
    -2	nt	0	1	nt	nt	nt	1	nt
- CCN(CC)S(=O)(=O)c1ccc2nc(CCl)[nH]c2c1
    0	17	-3	10	-2.2	-3.5	-13	6	-4
- CCN(C(=O)CN1CCc2ccccc21)c1c(N)n(Cc2ccccc2)c(=O)[nH]c1=O
    8	12	-4	0	-3.6	-3.4	-8	3	-1
- CC1(C)Cc2nc3sc(C(=O)O)c(N)c3cc2CS1
    nt	20	nt	nt	-2.6	-5.2	-7	0	48*
- COc1ccc(CC(=O)N(C)CC(=O)Nc2cccc(F)c2)cc1S(=O)(=O)N1CCOCC1
    -4	9	5	-1	-3.4	-1.3	-3	-4	-3
- CCOC(=O)C=C1CCN(c2ncc(C(F)(F)F)cc2Cl)CC1
    -3	14	5	-2	-1.9	-2.2	-7	4	2
- Cc1ccc(S(=O)(=O)N(C)c2ccc(C(=O)NCC3CCCO3)cc2)cc1 (stereo not given)
    -3	24	11	6	-3.7	-1.0	-1	-3	2
- CC(=O)c1[nH]c(C)c(C(=O)N2CCCC(Nc3ccc(C(C)C)cc3)C2)c1C (stereo not given)
    2	2	-7	6	-0.7	-0.5	-8	nt	4
- CC(C)CN1CN(Cc2ccccc2)CNC1=S
    -1	10	0	5	-3.4	-3.6	6	-5	4
- COc1cc2nc(N(C)C)nc(N)c2cc1OC
    -3	11	-4	-1	-4.1	6.5	1	-2	12
- S=c1[nH]nc(CSc2nc3ccccc3s2)n1C1CCCCC1
    -2	-25	1	-5	-1.1	6.9	-10	6	-2
- Cc1ccc(SCCC(=O)NCc2ccco2)cc1
    -1	-11	2	3	-6.5	-6.0	-3	-1	-8
- O=C1CC(c2ccc(Cl)c([N+](=O)[O-])c2)c2ccc3ccccc3c2N1 (stereo not given)
    -13	-24	-44	-2	-1.5	-2.5	-10	8	-1
- CCN(Cc1ccccc1)C(=O)Cn1cc2c(n1)CCCC2
    1	4	-6	7	-3.3	-1.9	-9	0	2
- O=C(N/N=C/c1ccc([N+](=O)[O-])o1)C1CC1
    -1	31	3	-5	-3.5	-0.9	7	5	2
- COc1ccc(-c2nc(CS(=O)CC(=O)NCc3cccnc3)c(C)o2)cc1 (stereo not given)
    nt	4	-39	-6	0.3	-0.5	-1	0	-1
- CN(Cc1nccn1C)C(=O)CC1C(=O)NCCN1CC(c1ccccc1)c1ccccc1 (stereo not given)
    -4	16	13	-1	-1.0	-5.8	-22	6	-3
- CCCOc1ccc(CCCN=C(N)N)cc1Cl
    -4	2	0	nt	-1.8	-1.7	-8	-1	-27
- Cc1cc(NS(=O)(=O)c2cccc([N+](=O)[O-])c2)no1
    1	-4	-7	5	-2.9	-3.7	8	0	5
- Cc1ccc(N(CC(=O)O)S(C)(=O)=O)cc1
    -3	-10	1	4	-2.1	-2.1	10	6	-16
- COc1ccc(C(=O)CC(c2ccccc2)S(=O)(=O)c2ccc(C)cc2)cc1 (stereo not given)
    nt	6	nt	nt	-1.4	-0.7	4	-2	1
- O=C(O)CCCc1nc(-c2ccc(Cl)cc2)no1
    -3	-1	-18	3	-3.2	-2.4	0	-16	-18
- COc1ccc(C(C(=O)NC2CCCC2)N(Cc2ccc(C)cc2)C(=O)c2ccn[nH]2)cc1OC (stereo not given)
    3	-18	-5	5	-3.1	-5.5	-1	3	-2
- COC(=O)N/N=C/c1ccc(Oc2ccccc2)cc1
    -4	27	-2	-5	-4.6	-2.1	-4	1	18
- CCN(CC)C(=O)Oc1ccc2c(c1)O/C(=C\c1ccco1)C2=O
    -11	20	-5	0	-2.7	-0.8	-3	2	34
- CN(C)S(=O)(=O)c1cccc(C(=O)Nc2ccc(C(=O)Nc3cccc(S(N)(=O)=O)c3)cc2)c1
    -6	nt	8	5	nt	nt	nt	3	nt
- C=CCn1c(-c2cccn(Cc3cccc(Cl)c3)c2=O)n[nH]c1=S
    -4	37	-8	0	-0.5	3.4	-2	-2	-1
- COc1ccccc1C(=O)NCCNC(=O)c1ccc(C)nc1
    -8	0	-8	-2	-3.9	-2.4	-6	-4	4
- O=C(CSc1nc2ccccc2c(=O)n1-c1ccccc1)c1cccc([N+](=O)[O-])c1
    -7	nt	1	1	nt	nt	nt	-4	nt
- CC(C)Cn1nc(NC(=O)C(C)(C)C)c2cc3ccccc3nc21
    -5	28	-19	5	-4.4	-0.2	-4	-3	-6
- COc1ccc(CN(C(=O)c2snc(C(N)=O)c2N)C(C(=O)NC(C)(C)C)c2ccco2)cc1 (stereo not given)
    nt	11	-6	2	-1.4	-2.0	-10	-4	-7
- CCCc1cc(=O)n2[nH]c(-c3cccc(Br)c3)cc2n1
    -7	14	10	3	-0.2	0.4	-5	5	-2
- CCCc1cc(=O)[nH]c(SCC(=O)Nc2ccc(Br)cc2Br)n1
    0	23	-19	-6	-0.5	-4.2	-10	2	0
- CC(C)(C)C(=O)NC(Nc1cccc2cccnc12)C(Cl)(Cl)Cl (stereo not given)
    -2	89	-19	-2	-1.1	-0.7	-25	-6	1
- NC(=S)N/N=C1\CCSc2ccc(Cl)cc21
    -8	-16	-4	nt	-2.7	-2.4	6	0	-4
- CS(=O)(=O)c1cnc2c(-c3ccsc3)cnn2c1N
    6	9	0	6	-1.6	0.1	-13	1	8
- CC(CN1CCOCC1)OC(=O)c1cccc(Cl)c1 (stereo not given)
    -4	7	12	-1	-5.1	1.0	-16	-14	3

Compound profiles (already shown). Screens in order: GalR3 antag, SUMO HTRF inh, CRFR2-BP antag, IDE cell activ, IMP-1 inh, VIM-2 inhibitor, p-CIP stab down, IDE inh, NS3 helicase inh
CCN(C(=O)CN1CCc2ccccc21)c1c(N)n(Cc2ccccc2)c(=O)[nH]c1=O as listed: 8, 12, -4, 0, -3.6, -3.4, -8, 3, -1
O=C(O)CCCc1nc(-c2ccc(Cl)cc2)no1 as listed: -3, -1, -18, 3, -3.2, -2.4, 0, -16, -18

(next part)
Second line of a record – GalR3 antag	SUMO HTRF inh	CRFR2-BP antag	IDE cell activ	IMP-1 inh	VIM-2 inhibitor	p-CIP stab down	IDE inh	NS3 helicase inh
- Cc1ccccc1C(=O)c1c[nH]c(C(=O)N2CCN(c3ccccc3F)CC2)c1
    -7	-10	-17	-1	-1.7	-2.5	-10	4	2
- Cc1ccc(-n2cc(CCCCCCCCC(=O)O)nn2)cc1
    -6	17	2	2	0.7	1.7	0	2	22
- CC(C)(C)N(Cc1ccccc1)C(=O)COC(=O)C1CC1
    -4	nt	-8	0	nt	nt	nt	1	nt
- COc1cccc(C2CCCCN2Cc2nc(-c3ccc(C)o3)oc2C)c1 (stereo not given)
    -6	11	5	-7	-2.4	-3.7	-15	3	1
- COCc1cc(C)nc2sc3c(=O)n(-c4cccc5ccccc45)nnc3c12
    -2	20	-6	4	-3.9	-2.3	-10	4	12
- CCOCCCNC(=O)C1(O)c2cc(Br)ccc2NC(=O)N1c1ccc(CC)cc1 (stereo not given)
    -9	-11	4	-1	-1.2	0.6	0	1	-9
- C=C1C(=O)O[C@@H]2[C@H]1CC[C@H](C)[C@]1(O)CCC(=O)[C@@]21C
    -8	-6	22	-3	-0.8	0.9	7	1	8
- CSc1ccc(CN(C)CC(=O)NCc2ccc(F)cc2)cc1
    -6	13	1	0	-3.8	-1.6	-5	9	-4
- CCOC(=O)c1cc(-c2ccccc2)n(CC(=O)N2CCCC2)c1C
    -2	5	6	3	-2.9	-2.1	-13	-1	13
- CC1C(c2ccccc2)=[N+]([O-])C2(CCCC2)N1O (stereo not given)
    -4	-2	4	3	-3.7	3.0	-4	2	1
- COc1ccc(-n2c(SCC(=O)Nc3cc(C(=O)O)ccc3C)nc3ccccc3c2=O)cc1Cl
    1	14	-4	8	-2.5	-2.0	-6	2	0
- COC(=O)c1ccccc1NC(=O)Nc1nnc(N2CCCCC2C)s1 (stereo not given)
    nt	7	-21	2	0.4	-2.4	-5	-1	5
- O=C(Nc1cccnc1)Nc1ccc(Br)cc1Cl
    -8	-3	-18	-1	-2.9	-1.6	8	3	-10
- CC1CCCCN1Cc1nc2c(c(=O)n(C)c(=O)n2C)n1CCCc1ccccc1 (stereo not given)
    1	nt	17	1	-4.8	0.3	nt	2	4
- O=C(CN1C(=O)NC2(CCc3ccccc32)C1=O)c1ccc(F)cc1 (stereo not given)
    -1	nt	-5	-2	nt	nt	nt	1	nt
- CCCc1[nH]n(-c2ccc([N+](=O)[O-])cc2)c(=O)c1C(C)=NCc1ccncc1
    -7	10	4	-2	-2.6	-0.9	-9	0	8
- FC(F)Oc1ccc(NC(=S)NCCc2ccccn2)cc1
    -2	-15	5	3	-3.4	-2.1	0	10	-11
- C/C(=N\NC(=S)NC(C)C)c1cccc([N+](=O)[O-])c1
    0	10	-15	-1	-3.6	-2.1	-1	-3	8
- COc1ccc(Cl)cc1S(=O)(=O)NC1CC(C)(C)NC(C)(C)C1
    -2	0	-1	-5	0.9	2.0	-10	-1	16
- CCCCOc1ccc(C(=O)N2CCN(c3ccc(N4CCOCC4)nn3)CC2)cc1
    -4	nt	1	-14	nt	nt	nt	-1	nt
- Cc1cccn2c(=O)c(/C=N/O)c(N3CCOCC3)nc12
    -1	22	-4	nt	-3.3	-3.5	-7	-2	1
- CC1CC(C)CN(C(=O)CSc2nc(N)cc(=O)[nH]2)C1 (stereo not given)
    0	8	-4	6	0.5	0.4	-2	-3	4
- O=C(NCCC1CCCCN1S(=O)(=O)c1ccc(F)cc1)C(=O)NCc1ccncc1 (stereo not given)
    1	nt	6	4	nt	nt	nt	1	nt
- C[C@]12c3[nH]c4ccccc4c3CCN1C(=O)C(CC(=O)NCc1cccc(C(F)(F)F)c1)C[C@@H]2C(=O)N1CCCCC1 (stereo not given in full)
    -7	nt	8	3	nt	nt	nt	5	nt
